# Assay outcomes: PubChem, NCI
# NCI-60 one-dose screen, 48 h, at 10 µM unless noted. Numbers give growth in % (100 = growth as untreated, 0 = no growth, -100 = all killed).
# U251: U251 CNS tumor cells; hit rate 5.4% among 80,000; AID 1794753
# SN12C: SN12C renal cancer cells; hit rate 3.8% among 81,000; AID 1794767
# UO-31: UO-31 renal cancer. hit rate 5.2% among 81,000
# 786-0: 786-0 renal cancer cells; hit rate 5.1% among 81,000
# SF-539: SF-539 CNS cancer | hit rate 6.8% among 81,000
# PC-3: PC-3 prostate cancer cells. hit rate 3.9% among 80,000. AID 1794754
# DU-145: DU-145 prostate cancer. hit rate 4.2% among 81,000
# SF-295: SF-295 CNS cancer cells. hit rate 5.6% among 79,000. AID 1794758
# SF-268: SF-268 CNS cancer cells; hit rate 3.1% among 82,000; AID 1794759
# Numbers without * were called inactive; . = no result given. How the source made its calls: active means growth percent below 10; inactive means the rest. No enrichment for hits, and some 9.4% of all compounds hit somewhere here.
SMILES,U251,SN12C,UO-31,786-0,SF-539,PC-3,DU-145,SF-295,SF-268
COc1ccc(-c2conc2-n2nc(-c3ccccc3)nc2-c2ccccc2)cc1,106,101,73,107,107,96,119,99,122
Cn1cc(-c2csc(-c3cn(CCCN4CCCCC4)c4ccccc34)n2)c2cccnc21,-90*,-71*,-90*,-87*,-89*,-56*,-52*,32,-26*
CCOC(=O)CCCN1C/C(=C\c2ccc(Cl)cc2)C(=O)c2ccccc21,97,100,57,91,110,99,116,101,101
O=C(O)c1ccc(I)cc1C(=O)O,104,103,91,106,97,92,109,104,99
O=C(O)CCC(=O)c1cccc2ccccc12,102,103,94,102,101,98,109,101,103
Cc1c(-c2csc(N/N=C/c3ccco3)n2)nnn1-c1ccc([N+](=O)[O-])cc1,93,93,86,66,100,98,112,104,98
Cc1ccc(-c2c(-[n+]3noc(=O)[nH]3)no[n+]2[O-])cc1,105,103,87,106,98,99,115,101,99
Clc1ccc(-c2nnc3c(/C=C/c4ccc(Br)cc4)nc4ccccc4n23)cc1,98,95,77,97,97,90,105,101,84
OCC1OC(c2ccc(OCc3ccccc3)cc2OCc2ccccc2)C(O)C1O (stereo unspecified),96,98,85,103,95,88,108,109,99
CC(=O)c1c(C)cc(C(C)(C)C)cc1C,98,99,96,96,98,98,111,108,107
CCCCCCCCCC(=O)NO,.,99,78,94,97,101,104,98,97
COc1cc(C2=Nc3c(N)nc(N)nc3NC(c3cccc(Nc4ccnc5cc(Cl)ccc45)c3)C2)cc(OC)c1OC (stereo unspecified),87,93,79,80,99,82,95,97,80
O=C1CCc2cccc(O)c2N1,97,104,90,96,100,98,107,112,105
O=C(NCCCl)Oc1ccc2ccccc2c1,98,98,87,108,102,90,114,116,104
Cc1ccc(O)c(C2=NN(c3ccc(S(C)(=O)=O)cc3)C(=O)CC2)c1,.,99,70,82,83,97,110,90,99
CCC(C)NC(=O)c1ccc(C)cc1 (stereo unspecified),82,105,101,96,106,77,102,111,96
O=C1CC(c2ccccc2)=NN1c1ccccc1,102,95,95,108,121,98,106,98,107
Cn1cccc1C(=O)C1C(c2cccc(F)c2)C2CSCN2C12C(=O)Nc1ccc(Cl)cc12 (stereo unspecified),93,100,73,101,99,87,104,100,97
NS(=O)(=O)c1cccc(Nc2nc(SCC(=O)c3ccc(Cl)cc3)nc3ccccc23)c1,46,63,84,74,51,57,78,72,42
Cc1ccc(CN2C(=O)C3(NCCc4cc(O)ccc43)c3cc(Cl)ccc32)cc1 (stereo unspecified),97,106,75,106,97,95,106,95,100
CO/N=C/c1ccc[n+](C)c1,94,105,88,99,106,103,103,94,103
CCN(C)c1ccccc1,99,97,73,97,98,96,108,91,99
CCC(=O)NCc1cc(-c2ccc(Cl)cc2)n(-c2ccccc2)c1C,85,91,64,89,88,62,96,80,83
O=C(NCCc1ccccc1)c1ccc2c(c1)nc(-c1ccccc1)n2C1CCCCC1,76,103,63,81,71,87,103,61,91
CCCCSc1nc(N/N=C/c2cc(Cl)ccc2O)c(C#N)c(-c2ccc(F)cc2)n1,66,.,90,96,96,74,91,94,78

# Seven entries picked at random from those above, as already listed:
SMILES,U251,SN12C,UO-31,786-0,SF-539,PC-3,DU-145,SF-295,SF-268
Cn1cc(-c2csc(-c3cn(CCCN4CCCCC4)c4ccccc34)n2)c2cccnc21,-90*,-71*,-90*,-87*,-89*,-56*,-52*,32,-26*
CCC(C)NC(=O)c1ccc(C)cc1 (stereo unspecified),82,105,101,96,106,77,102,111,96
NS(=O)(=O)c1cccc(Nc2nc(SCC(=O)c3ccc(Cl)cc3)nc3ccccc23)c1,46,63,84,74,51,57,78,72,42
O=C(O)c1ccc(I)cc1C(=O)O,104,103,91,106,97,92,109,104,99
CCCCSc1nc(N/N=C/c2cc(Cl)ccc2O)c(C#N)c(-c2ccc(F)cc2)n1,66,.,90,96,96,74,91,94,78
Clc1ccc(-c2nnc3c(/C=C/c4ccc(Br)cc4)nc4ccccc4n23)cc1,98,95,77,97,97,90,105,101,84
O=C1CCc2cccc(O)c2N1,97,104,90,96,100,98,107,112,105

# Going on with the list.
SMILES,U251,SN12C,UO-31,786-0,SF-539,PC-3,DU-145,SF-295,SF-268
COC1=C(OC)C(=O)C(N(C)C)=C(CO)C1=O,102,105,90,95,103,98,109,101,103
O=C(CCl)Nc1ccc2c(c1)C(=O)c1ccccc1C2=O,-56*,-21*,47,-72*,-11*,-13*,3.2*,70,-20*
c1ccc(Cc2nnc3sc(-c4csc5c4CCCC5)nn23)cc1,98,91,66,97,102,94,106,82,103
Cc1c(O)nc(N)[nH]c1=O,100,109,83,114,106,101,119,97,123
Clc1cccc(Cl)c1Nc1ccc2nnc(-c3ccncc3)n2n1,103,96,96,104,96,101,111,96,107
c1ccc2sc(SCN3CCOCC3)nc2c1,98,102,62,95,109,95,112,115,106
O=C(Nc1ccccc1)C1=C(Nc2ccccc2)CSC1,95,110,115,96,104,97,103,101,101
CCOC(C)Oc1ccccc1 (stereo unspecified),102,106,93,105,98,94,110,97,98
OCCN1CCCCC1,97,106,91,90,94,97,106,98,102
C/C(=N\NC(=S)Nc1ccccc1)c1ccccn1,32,39,-1.1*,33,20,32,57,.,43
CCCCOc1ccc(N)cc1C(=O)OCCCN(CC)CC,97,105,90,91,106,100,103,100,95
CC(C#N)(CCC(=O)O)N=NC(C)(C#N)CCC(=O)O (stereo unspecified),106,95,87,101,78,91,111,94,112
O=C(Nc1ncccc1OCc1cccc(F)c1)NC12CC3CC(CC(C3)C1)C2,87,75,83,86,98,78,91,83,91
O=C(Nc1ccc(-c2cccc(Oc3ccc4nnc(Cl)n4n3)c2)cc1)C1CC1,95,86,75,99,94,77,95,91,102
C=CCN1C(=O)/C(=C\C(=O)OC)S/C1=N/NC(=O)COc1cc(=O)n(C)c2ccccc12,100,98,77,97,95,91,103,99,96
N=S(=O)(NC(=O)c1ccc(Cl)cc1)c1ccc(Cl)cc1 (stereo unspecified),86,98,91,99,90,95,98,92,97
CC1(C)C2CC[C@]3(C)C(C(=O)C=C4[C@@H]5C[C@@](C)(C(=O)O)CC[C@]5(C)CC[C@]43C)[C@@]2(C)CC[C@@H]1O (stereo partly specified),92,96,90,108,111,89,113,94,102
FC(F)(F)c1ccc(-c2nc3ccccn3c2NCCN2CCOCC2)cc1,98,100,84,96,98,85,104,102,104
CCOc1cc(CNc2cccc3[nH]c(C(F)(F)F)nc23)ccc1OC,79,95,84,95,93,.,105,81,90
CCN1C(=O)N(CC)C2C1NN=c1s/c(=C\c3ccc[nH]3)c(=O)n12 (stereo unspecified),9.1*,39,39,31,-22*,20,-12*,12,45
Cn1cccc1C(=O)C1C(c2cccc([N+](=O)[O-])c2)C2C3CCCCC3CN2C12C(=O)Nc1ccc(Cl)cc12 (stereo unspecified),54,59,46,66,77,35,39,82,52
Cc1nn(-c2ccccc2)c2nc(C)n(C(=O)N/N=C/c3ccccc3)c(=O)c12,96,98,74,97,94,93,114,95,104
CCCC/C(CC)=N\NS(=O)(=O)c1ccc([N+](=O)[O-])cc1,89,102,83,103,101,85,97,108,100
CSc1ccc(/C(=N/N=C(N)N)c2ccc(F)cc2)cc1,11,37,30,18,10,20,21,12,36
CC(C)=CCC/C(C)=C/CN1C(=O)CN(C)C1=O,97,100,92,117,102,105,113,96,.
# Remaining list, next part
SMILES,U251,SN12C,UO-31,786-0,SF-539,PC-3,DU-145,SF-295,SF-268
CC(COc1ccccc1)OC=O (stereo unspecified),91,97,96,100,107,93,110,101,98
O=C1Nc2ccc(Br)cc2/C1=N\c1nnc(-c2ccccc2)o1,98,95,78,112,88,95,92,100,99
C#CCOC(=O)CCC(=O)OCC#C,99,97,87,102,99,94,110,106,100
CCCCCc1ccc(C2=C(Br)C(=O)c3nc(/C=N/NC(N)=S)ccc3C2=O)cc1,92,105,94,100,102,107,107,100,103
O=C1/C(=C/c2ccncc2)CCCc2ccccc21,84,88,85,94,95,93,101,85,100
CN1CCCCC1CCN1c2ccccc2Sc2ccc(Br)cc21 (stereo unspecified),.,73,33,55,96,56,78,60,66
O=C(Oc1ccccc1Cl)c1ccc(Cl)cc1Cl,89,98,85,96,96,94,110,95,105
COc1ccc(O)c(/C(=C/C(=O)O)c2nc3ccccc3[nH]2)c1,85,84,53,92,81,64,96,85,89
CN1CCN(c2ccc(NC(=O)c3cncnc3Nc3ccc4c(ccn4Cc4ccccn4)c3)cc2)CC1,63,81,77,51,47,88,80,97,90
C=CC(=O)NCc1cccc(Nc2ncc(Br)c(NCCCNC(=O)C3CCC3)n2)c1,-2.3*,2.0*,-9.4*,-35*,-68*,7.6*,9.5*,2.7*,-29*
COc1ccc(/C(=C\c2ccccc2)C(=O)O)cc1OC,100,98,89,104,103,97,108,101,103
COc1ccc(-c2csc(NS(=O)(=O)C3C(=O)ON=[N+]3c3ccc(C)cc3)n2)cc1 (stereo unspecified),92,106,66,94,101,85,125,98,116
CCOC(=O)N1C2c3ccccc3C(c3ccccc32)N1C(=O)OCC,91,100,94,100,90,78,121,101,101
C[C@@H](Oc1cc(-c2cnn(C3CC4(CCNCC4)C3)c2)cnc1N)c1c(F)ccc(Cl)c1Cl,12,22,14,-2.1*,-91*,6.2*,38,-10*,-24*
Oc1cc2ccccc2nc1-c1ccccc1Cl,96,98,74,99,93,88,99,67,95
N#C/C(=C\c1cccc(Cl)c1)c1cc2ccccc2[nH]1,89,84,65,100,94,72,97,74,96
Cc1cc(=O)[nH]c(SCC(=O)NCCc2ccc(S(N)(=O)=O)cc2)n1,99,98,95,99,96,99,100,103,101
Cn1ccc2c1CC1CN(Cc3ccco3)C(=O)C1C2C(=O)O (stereo unspecified),97,97,90,.,96,100,89,100,93
Cn1c(N2NC(=O)C(N=Nc3ccc(S(N)(=O)=O)cc3)C2=O)nc(-c2ccco2)c(C#N)c1=O (stereo unspecified),97,93,63,100,97,83,96,123,99
Cn1cc(-c2nc(N)nnc2-c2cncc(Br)c2)c2cc(Br)ccc21,96,91,56,79,81,107,112,105,99
COc1ccc(CNNC(=O)Cc2ccccc2)c(OC)c1OC,104,104,96,108,104,96,108,102,101
CCCC(=O)Nc1ccc(Nc2ncccc2C(=O)OCC)cc1,101,96,86,89,98,99,101,86,96
NNC(=O)CCCCl,98,102,91,108,106,104,108,102,102
C[C@@H]1O[C@H]1P(=O)(O)O,103,103,88,92,101,101,127,97,118

# Full records as entered above.
# Shown for `O=C1CC(c2ccccc2)=NN1c1ccccc1` = U251 = 102; SN12C = 95; UO-31 = 95; 786-0 = 108; SF-539 = 121; PC-3 = 98; DU-145 = 106; SF-295 = 98; SF-268 = 107
# Shown for `CCCCOc1ccc(N)cc1C(=O)OCCCN(CC)CC` = U251 = 97; SN12C = 105; UO-31 = 90; 786-0 = 91; SF-539 = 106; PC-3 = 100; DU-145 = 103; SF-295 = 100; SF-268 = 95
